PfHsp40 rescue: rescue of yeast from PfHsp40 toxicity, primary screen, S. cerevisiae, ATP luminescence; S. cerevisiae expressing PfHsp40, growth rescue; growth rescue, % at 12.5 µM; 340,000 tested, 0.68% active; AID 504582, 2011; in the data active = growth rescue above about 28%, passing the limit was not always enough; inconclusive = no clear call, values can overlap the other calls;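 also: yeast W303a lacking pdr1 and pdr3 grown in galactose medium; growth measured after three days at 30 °C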
Y pestis TopoI: Yersinia pestis topoisomerase I inhibitors, primary screen, biochemical, cleavage product accumulation, plate reader, single point. DNA topoisomerase I (Yersinia pestis CO92). Y. pestis Topo-I cleavage product accumulation. activity, % at 10 µM. 360,000 tested, 0.064% active. AID 504884, 2011; in the data active = activity above about 50%, passing the limit was not always enough; inconclusive = no clear call, values can overlap the other calls; also: inactives centre near 2
CCHF vOTU inh: CCHFV vOTU protease inhibitors, primary screen, biochemical, Pep-AMC substrate, fluorescence | Crimean-Congo hemorrhagic fever virus L polyprotein viral ovarian tumor (vOTU) protease … | 370,000 tested, 0.55% active | AID 651958, 2012 | inhibition, % at 11.5 µM; in the data active = inhibition above about 30%; also: 0% = vehicle wells with enzyme and 100% = no enzyme wells
BoNT-F LC inh: BoNT/F light chain protease inhibitors, primary screen, biochemical, flow cytometry, MLPCN library | Botulinum neurotoxin type F light chain protease (Clostridium botulinum) | Multiplex microsphere protease cleavage assay | inhibition, % at 10 µM | 360,000 tested, 0.22% active; in the data active = inhibition above about 35%, passing the limit was not always enough; inconclusive = no clear call, values can overlap the other calls; also: plate controls were buffer without enzyme for full effect and enzyme alone for no effect
TcdB GH inh: TcdB glycohydrolase inhibitors, primary screen, biochemical, single point, plate reader | Toxin B (Clostridioides difficile), P18177 | TcdB glycohydrolase enzymatic assay | inhibition, % at 9.99 µM | 350,000 tested, 0.24% active | AID 652162, 2013; in the data active = inhibition above about 10%
Target sequence (P18177 whole entry, looked up): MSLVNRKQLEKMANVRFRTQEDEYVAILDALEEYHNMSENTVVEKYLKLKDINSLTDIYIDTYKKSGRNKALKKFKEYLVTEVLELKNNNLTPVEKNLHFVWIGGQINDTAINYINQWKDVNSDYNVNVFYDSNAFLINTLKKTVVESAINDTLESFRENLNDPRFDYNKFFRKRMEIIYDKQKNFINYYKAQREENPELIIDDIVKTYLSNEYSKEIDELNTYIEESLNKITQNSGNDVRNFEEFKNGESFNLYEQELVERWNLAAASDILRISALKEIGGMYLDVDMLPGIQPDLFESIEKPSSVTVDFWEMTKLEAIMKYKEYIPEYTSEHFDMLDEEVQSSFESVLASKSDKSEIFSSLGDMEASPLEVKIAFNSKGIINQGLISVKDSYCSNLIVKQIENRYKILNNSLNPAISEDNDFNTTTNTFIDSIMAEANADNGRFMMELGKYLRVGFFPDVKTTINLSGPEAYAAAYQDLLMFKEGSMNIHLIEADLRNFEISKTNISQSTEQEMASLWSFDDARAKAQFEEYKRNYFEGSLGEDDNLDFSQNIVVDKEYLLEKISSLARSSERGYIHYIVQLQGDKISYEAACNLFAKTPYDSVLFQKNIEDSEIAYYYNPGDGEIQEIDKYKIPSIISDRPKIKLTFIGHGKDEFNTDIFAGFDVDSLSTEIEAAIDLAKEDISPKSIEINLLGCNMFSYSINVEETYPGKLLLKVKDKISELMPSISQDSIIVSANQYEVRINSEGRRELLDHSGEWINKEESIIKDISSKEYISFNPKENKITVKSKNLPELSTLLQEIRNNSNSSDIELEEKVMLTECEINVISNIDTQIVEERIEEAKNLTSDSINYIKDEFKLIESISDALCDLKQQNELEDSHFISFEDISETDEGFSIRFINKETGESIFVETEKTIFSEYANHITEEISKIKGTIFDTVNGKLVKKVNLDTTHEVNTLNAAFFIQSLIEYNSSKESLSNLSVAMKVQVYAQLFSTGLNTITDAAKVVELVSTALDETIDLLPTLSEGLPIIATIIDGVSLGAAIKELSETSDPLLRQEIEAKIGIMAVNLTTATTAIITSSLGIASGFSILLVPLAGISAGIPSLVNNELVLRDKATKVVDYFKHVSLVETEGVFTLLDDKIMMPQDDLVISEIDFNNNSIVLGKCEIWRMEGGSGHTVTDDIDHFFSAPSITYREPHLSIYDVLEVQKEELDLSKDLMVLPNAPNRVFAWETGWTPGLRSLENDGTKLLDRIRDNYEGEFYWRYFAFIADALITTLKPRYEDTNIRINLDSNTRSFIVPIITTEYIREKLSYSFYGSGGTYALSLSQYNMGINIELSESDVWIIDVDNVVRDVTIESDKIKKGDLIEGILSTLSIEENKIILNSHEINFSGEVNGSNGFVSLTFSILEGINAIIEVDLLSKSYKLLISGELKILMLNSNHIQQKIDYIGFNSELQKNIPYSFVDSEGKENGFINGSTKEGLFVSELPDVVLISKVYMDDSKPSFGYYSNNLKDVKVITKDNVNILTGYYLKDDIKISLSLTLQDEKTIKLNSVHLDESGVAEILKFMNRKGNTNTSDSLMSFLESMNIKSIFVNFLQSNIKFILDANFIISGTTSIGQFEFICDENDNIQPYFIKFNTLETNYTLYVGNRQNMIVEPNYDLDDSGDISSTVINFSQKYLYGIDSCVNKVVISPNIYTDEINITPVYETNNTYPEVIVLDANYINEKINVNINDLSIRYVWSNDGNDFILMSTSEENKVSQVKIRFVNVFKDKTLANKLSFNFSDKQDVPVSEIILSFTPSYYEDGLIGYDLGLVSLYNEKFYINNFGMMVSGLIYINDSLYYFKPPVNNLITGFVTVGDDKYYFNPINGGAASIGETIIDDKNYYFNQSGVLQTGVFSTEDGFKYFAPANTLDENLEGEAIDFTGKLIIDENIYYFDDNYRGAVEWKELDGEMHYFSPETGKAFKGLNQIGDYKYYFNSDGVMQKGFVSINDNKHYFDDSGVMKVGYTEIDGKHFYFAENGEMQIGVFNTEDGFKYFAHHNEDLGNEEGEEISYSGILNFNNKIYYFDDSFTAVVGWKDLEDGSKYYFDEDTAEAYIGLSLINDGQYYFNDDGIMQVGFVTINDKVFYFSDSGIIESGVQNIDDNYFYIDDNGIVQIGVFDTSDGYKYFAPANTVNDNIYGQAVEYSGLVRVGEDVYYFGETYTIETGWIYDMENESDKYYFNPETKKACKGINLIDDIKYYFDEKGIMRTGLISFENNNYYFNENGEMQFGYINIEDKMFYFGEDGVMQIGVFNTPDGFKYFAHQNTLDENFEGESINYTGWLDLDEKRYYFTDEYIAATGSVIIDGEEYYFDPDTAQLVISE
Anthrax LF inh2: Bacillus anthracis LF protease inhibitors, primary screen, biochemical, multiplex microsphere, MLPCN library; AID 588501, 2011; 360,000 tested, 0.12% active; inhibition, % at 10 µM; multiplex microsphere protease cleavage assay; also: plate controls were buffer without enzyme for full effect and enzyme alone for no effect
FadD28 FP inh: inhibitors of FadD28 bisubstrate probe binding, primary screen, biochemical, fluorescence polarization, single point. Mycobacterium tuberculosis FadD28 fatty-acid-AMP ligase. inhibition, % at 12.5 µM. 360,000 tested, 0.22% active. AID 588549, 2011; in the data active = inhibition above about 8.5%, passing the limit was not always enough; inconclusive = no clear call, values can overlap the other calls
PrPC surface inh: inhibitors of human cell surface prion protein PrPC, primary screen, cell-based, TR-FRET; Major prion protein (Homo sapiens), P04156; TR-FRET read-out; inhibition, % at 13.8 µM; 370,000 tested, 0.43% active; in the data active = inhibition above about 24%; also: 0% = median of the test wells and 100% = reference compound wells
BoNT A protease: BoNT/A light chain protease inhibitors, primary screen, biochemical, flow cytometry, MLPCN library. AID 588499, 2011. multiplex microsphere protease substrate cleavage. inhibition, % at 10 µM. Botulinum neurotoxin type A light chain protease (Clostridium botulinum A str. ATCC 3502). 360,000 tested, 0.17% active; also: plate controls were buffer without enzyme for full effect and enzyme alone for no effect
Starred values were filed as active, the others as inactive; ? = inconclusive; nt = no result given. Rule as the data show it, unless noted: active = inhibition above about 30%; inconclusive = no clear call, values can overlap the other calls; inactive = below that. The order is random; any-hit rate near 2.3%.

Every second line gives: PfHsp40 rescue, Y pestis TopoI, CCHF vOTU inh, BoNT-F LC inh, TcdB GH inh, Anthrax LF inh2, FadD28 FP inh, PrPC surface inh, BoNT A protease
> Cc1ccc(-c2nn(CCC(=O)NC(C)C)c(=O)c3ccccc23)cc1
    -0.4, 9, -15, 3, 0.5, 7, 0.3, 3, 1.6
> Cn1c(=O)[nH]c(=O)c2c1nc1n2CC(O)CN1c1ccccc1 (stereo not drawn)
    -0.4, 6, -21, 36*, -0.2, -14, 0.0, 3, 2.8
> COC(=O)[C@]1(Cc2ccccc2)N[C@H](CN(C)C(=O)NC(C)C)[C@@H]2C(=O)N(C)C(=O)[C@@H]21
    0.0, 4, -2, 0, 1.1, -2, -3.3, 5, 0.0
> O=C(COC(=O)c1cc2c(s1)CCCCC2)NC1CCS(=O)(=O)C1 (stereo not drawn)
    0.3, 2, -6, 9, 1.5, -4, 0.0, 5, 0.0
> CC12CC3(C)CC(C)(C1)CC(NC(=O)N1CCCC1)(C2)C3
    310*, 20, 11, 2, nt, -2, -2.8, 4, -0.5
> Cc1ccc(-n2nnnc2CNC(=O)C(=O)c2c[nH]c3ccccc23)cc1C
    nt, 5, 6, 2, 1.1, -5, -3.4, -6, -0.3
> C[C@@H]1CC[C@]2(C(=O)O[C@@H]3O[C@H](CO)[C@@H](O)[C@H](O)[C@H]3O)CC[C@]3(C)C(=CCC4[C@@]5(C)CC[C@H](O[C@@H]6OC[C@H](O)[C@H](O[C@@H]7O[C@H](CO)[C@@H](O)[C@H](O)[C@H]7O)[C@H]6O)C(C)(C)C5CC[C@]43C)C2[C@]1(C)O (stereo partly drawn)
    -1.1, 27, 5, -1, 0.0, -9, 2.1, 1, -0.3
> Cn1c(=O)n(CC(N)=O)c(=O)c2c1nc(Br)n2Cc1ccccc1
    -0.2, 1, -7, -19, 2.3, 0, -2.5, 5, -0.7
> Cc1cc(C)c(NC(=O)c2ccc3c(c2)C(=O)N(Cc2cccnc2)C3=O)c(C)c1
    -0.2, 21, 1, -1, -0.3, -4, 0.4, 1, 0.6
> Cc1cnc(CNc2nc3cc(-c4ccccc4C)sc3c(=O)n2C)cn1
    nt, 29, 8, -5, 0.8, -4, -16, -1, 0.3
> NC(=O)c1ccc(Nc2ccc3nonc3c2[N+](=O)[O-])cc1
    -0.5, 1, 15, 8, 1.5, 14, -2.4, -58, -0.3
> Cc1cc(=O)[nH]c(Sc2c(-c3ccccc3)c3ccccc3[nH]c2=O)n1
    1.9, 4, 3, 2, nt, -6, -5.6, -1, -0.3
> N#CCC(=O)Nc1ccc(C(=O)OCC(=O)Nc2sc3c(c2C#N)CCCC3)cc1
    -1.5, 2, -11, -179, 1.9, -28, -3.2, 2, -117
> O=C(Nc1ccccc1Cl)c1cc[n+]([O-])cc1
    -0.6, 4, 14, 6, 2.6, 0, -0.9, -1, -0.2
> NC(=O)c1cc([N+](=O)[O-])cc2c1C=Cc1ccccc1O2
    0.3, -8, 15, 1, 2.0, -1, -2.5, -57, 0.2
> N=c1oc2ccc3ccccc3c2cc1C(N)=S
    -1.4, -1, -141, -2, 2.8, -3, -2.5, -2, 0.6
> Cc1cc(OCC(=O)Nc2ccc(F)c(F)c2)nc(C(C)C)n1
    -1.3, -5, -8, 11, 1.5, -2, -3.5, 4, 1.9
> O=C(CC[C@H]1O[C@@H](n2ccc(=O)[nH]c2=O)[C@H](O)[C@@H]1O)N[C@H](Cc1ccccc1)C(=O)NCCCN1CCCC1=O
    nt, nt, 4, 1, -0.2, -10, -0.5, -7, 0.1
> C=CC1=C2C=C(C3CC3)N(CCCN(CC)CC)C=C2C(=O)C(C)(OC(=O)c2ccco2)C1=O (stereo not drawn)
    -1.3, 6, 17, -25, 0.0, -7, 3.1, -5, 0.8
> O=C(c1cc([N+](=O)[O-])ccc1N1CCCC1)N1CCCC1
    0.5, -7, 3, -4, 1.3, -4, -3.2, -14, -0.2

Exported with tabs: entries from further up.
mol	PfHsp40 rescue	Y pestis TopoI	CCHF vOTU inh	BoNT-F LC inh	TcdB GH inh	Anthrax LF inh2	FadD28 FP inh	PrPC surface inh	BoNT A protease
Cc1cc(=O)[nH]c(Sc2c(-c3ccccc3)c3ccccc3[nH]c2=O)n1	1.9	4	3	2	nt	-6	-5.6	-1	-0.3
N#CCC(=O)Nc1ccc(C(=O)OCC(=O)Nc2sc3c(c2C#N)CCCC3)cc1	-1.5	2	-11	-179	1.9	-28	-3.2	2	-117
O=C(Nc1ccccc1Cl)c1cc[n+]([O-])cc1	-0.6	4	14	6	2.6	0	-0.9	-1	-0.2
NC(=O)c1cc([N+](=O)[O-])cc2c1C=Cc1ccccc1O2	0.3	-8	15	1	2.0	-1	-2.5	-57	0.2
N=c1oc2ccc3ccccc3c2cc1C(N)=S	-1.4	-1	-141	-2	2.8	-3	-2.5	-2	0.6
Cc1cc(OCC(=O)Nc2ccc(F)c(F)c2)nc(C(C)C)n1	-1.3	-5	-8	11	1.5	-2	-3.5	4	1.9
O=C(CC[C@H]1O[C@@H](n2ccc(=O)[nH]c2=O)[C@H](O)[C@@H]1O)N[C@H](Cc1ccccc1)C(=O)NCCCN1CCCC1=O	nt	nt	4	1	-0.2	-10	-0.5	-7	0.1
C=CC1=C2C=C(C3CC3)N(CCCN(CC)CC)C=C2C(=O)C(C)(OC(=O)c2ccco2)C1=O (stereo not drawn)	-1.3	6	17	-25	0.0	-7	3.1	-5	0.8
O=C(c1cc([N+](=O)[O-])ccc1N1CCCC1)N1CCCC1	0.5	-7	3	-4	1.3	-4	-3.2	-14	-0.2

Following part
Every second line gives: PfHsp40 rescue, Y pestis TopoI, CCHF vOTU inh, BoNT-F LC inh, TcdB GH inh, Anthrax LF inh2, FadD28 FP inh, PrPC surface inh, BoNT A protease
> CCCCCCCOC1(c2ccccc2)OC(=O)c2ccccc21 (stereo not drawn)
    1.3, ?, 8, 1, nt, -1, -0.5, 5, 2.6
> CS(=O)(=O)N(CC(=O)N1CCCC1)Cc1ccc(Cl)c(Cl)c1
    -1.2, 10, -6, 14, 0.3, -16, -1.5, -8, -1.9
> CC1(C)CC(=O)C=C(c2ccc3ncccc3c2)C1
    -0.4, 7, 9, 0, 3.5, -2, -0.8, -13, 0.9
> COc1cccc(CN2CC(C(=O)N(C)Cc3nc(C)cs3)CCC2=O)c1 (stereo not drawn)
    -0.4, 0, 9, -1, 1.9, 0, 1.6, 0, 0.4
> Cc1cc(C)cc(NC(=O)Nc2ccc3ccccc3n2)c1
    2.6, 5, 0, -34, 0.1, -6, -0.1, 4, -4.4
> Cc1coc2cc3oc(=O)c(CCC(=O)NCCCn4ccnc4)c(C)c3cc12
    -1.0, 12, -13, -1, 1.1, -1, -0.6, 7, 0.0
> O=C(Nc1ccc(Cl)c(S(=O)(=O)N2CCOCC2)c1)c1ccc(OCC2CCCO2)cc1 (stereo not drawn)
    -0.8, 13, nt, -11, nt, -6, -1.9, nt, -0.5
> COC(=O)c1ccc2nc(-c3ccc(C)cc3)c(Cc3ccccc3OC)n2c1
    nt, nt, 7, 14, 3.4, 23, -0.5, -4, 11
> O=S(=O)(NCC1CCCN(Cc2ccccc2O)C1)c1cccc2cccnc12 (stereo not drawn)
    1.8, 4, -4, -6, 1.2, -2, -1.9, -1, 1.9
> O=C1NNC(c2ccccc2)=N/C1=C\c1ccc(Cl)cc1
    nt, -4, 1, -6, -0.4, -6, -2.1, 2, 0.2
> COc1cc(CNc2ccc(N3CCN(C(C)=O)CC3)cc2)ccc1OCc1ccccc1
    -1.4, 4, -4, -12, -11, -9, -2.4, -13, -0.9
> Cc1cc(S(=O)(=O)N2CCc3ccccc3C2)ccc1F
    -0.7, 13, -4, ?, -2.4, -7, -1.0, 6, -1.6
> S=C(NCCc1ccccc1)N1CCC2CC1c1c(Cl)cccc12 (stereo not drawn)
    nt, -7, 16, -7, -0.5, 0, -4.0, -2, -0.8
> CCNC(=O)c1c(NC(C)=O)sc2c1CCCC2
    1.0, -1, 12, 2, nt, -4, -0.9, 1, -0.1
> Cc1nc2c(sc(=S)n2Cc2ccco2)c(=O)n1CC(=O)Nc1ccc(F)cc1
    -0.8, -6, 19, -8, 2.1, -1, -5.3, 2, -1.3
> O=C(C1CCCN(S(=O)(=O)c2cccs2)C1)N1CCC(N2CCCCC2)CC1 (stereo not drawn)
    -0.1, 2, 1, -11, -5.7, -7, -2.2, 4, -0.4
> CCN(c1ccc(NC(=O)COC(=O)/C=C/c2cccs2)cc1)C(C)C
    3.6, 0, 22, -5, -0.4, -8, -2.7, -4, 0.6
> CCOc1ccc(-n2c(=O)c3sccc3n(Cc3ccc(C)cc3)c2=O)cc1
    -1.3, 24, -4, -6, 1.5, 3, -3.5, 0, -0.5
> CCOc1ccc(CN(C)c2nc(-c3cccnc3)nc3ccccc23)cc1OC
    -0.9, 5, 17, -1, 1.0, -2, -2.3, -6, 0.2
> CCOC(=O)n1c(=O)n(Cc2c(Cl)cccc2Cl)c2ccccc21
    1.0, 2, 5, 15, nt, 3, -4.0, 2, 1.2

Carrying on.
Every second line gives: PfHsp40 rescue, Y pestis TopoI, CCHF vOTU inh, BoNT-F LC inh, TcdB GH inh, Anthrax LF inh2, FadD28 FP inh, PrPC surface inh, BoNT A protease
> CC(=O)N(C1=NCCCS1)c1ccccc1F
    -1.0, 3, 7, -7, nt, -1, -0.8, 1, -4.5
> CC1CCCN(C(=O)c2cn(-c3ccccc3)nc2-c2cccnc2)C1 (stereo not drawn)
    -1.2, 8, 2, nt, 1.5, nt, -2.5, -1, nt
> O=C(NCCOc1ccccc1)c1ccccc1[N+](=O)[O-]
    -2.3, 5, -2, 0, 2.0, -3, -1.6, -7, 0.3
> CCCNC(=O)C1(C)CCN(CCOc2ccc(Cl)cc2)C1 (stereo not drawn)
    nt, -5, 20, 2, 0.1, -1, -4.0, 5, -0.3
> CCOc1ccc2oc(C(=O)OCC(=O)NCC3CCCO3)c(C)c2c1 (stereo not drawn)
    -0.6, 2, -13, 12, 0.2, -2, -3.2, -10, 0.8
> CSc1nnc(-c2ccco2)n1-c1ccccc1
    1.7, -1, 4, ?, nt, -8, -2.1, -1, -0.7
> O=C(C1CCCN(c2nnc(-n3cccc3)s2)C1)N1CCC2(CC1)OCCO2 (stereo not drawn)
    0.0, 0, 5, -6, nt, -2, -4.1, -2, -0.3
> O=c1c2c(-c3ccccc3)csc2nc2n1CCC2
    0.7, -10, 8, -12, nt, 2, -3.6, -5, -0.6
> COc1cccc(-c2c(C(=O)N/N=C/C3CC=CCC3)nnn2-c2nonc2N)c1 (stereo not drawn)
    -0.2, -5, 15, -1, 3.5, -1, -4.0, 1, -1.7

Source: PubChem BioAssay
